# RmlCD inh 1536: M. tuberculosis RmlC/RmlD inhibition; RmlC+RmlD coupled enzyme assay, percent inhibition; primary screen in compound mixtures; P9WH09+P9WH11; inhibition, % at 3.6 µM; 0.03% of 160,000 active; in the data active = inhibition mostly above about 34%, no sharp cut-off; also: some results filed as inactive read as strong as hits
# Target sequence (P9WH09 whole entry, looked up): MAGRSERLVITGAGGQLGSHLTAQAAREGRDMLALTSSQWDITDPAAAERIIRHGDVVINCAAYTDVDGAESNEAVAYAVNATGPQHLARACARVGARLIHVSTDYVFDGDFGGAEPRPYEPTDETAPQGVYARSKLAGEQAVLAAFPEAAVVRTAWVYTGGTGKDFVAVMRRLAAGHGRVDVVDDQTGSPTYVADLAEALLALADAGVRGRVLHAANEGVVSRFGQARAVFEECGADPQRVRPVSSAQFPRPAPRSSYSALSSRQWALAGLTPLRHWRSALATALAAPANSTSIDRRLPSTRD
# Target sequence (P9WH11 whole entry, looked up): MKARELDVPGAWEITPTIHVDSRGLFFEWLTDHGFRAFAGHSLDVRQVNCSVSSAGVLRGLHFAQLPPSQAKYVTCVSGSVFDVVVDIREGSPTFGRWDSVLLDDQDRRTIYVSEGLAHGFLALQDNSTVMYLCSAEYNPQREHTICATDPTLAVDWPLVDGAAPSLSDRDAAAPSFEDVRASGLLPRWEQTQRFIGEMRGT
# M. tuberculosis GlmU: inhibition of mycobacterial GlmU enzyme – biochemical, glucosamine-1-phosphate acetyltransferase (AID 1376) | M. tuberculosis GlmU acetyltransferase enzyme assay; higher % means a stronger effect | one-dose inhibition, %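 (tested at 30 µM in the primary screen)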; IC50 in µM for titrated hits | 0.25% of 220,000 active; in the data active = inhibition above about 13%;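 also: 0% = complete reaction with vehicle and 100% = reaction without substrate; strong numbers were not always called active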
# The depositor's hits bear a star; . = no result given.
smiles	RmlCD inh 1536	M. tuberculosis GlmU
COc1ccc2c(c1)CCc1sc(NC(=O)c3ccc(C)cc3)nc1-2	33	2.0%
O=[N+]([O-])c1cc(C(F)(F)F)cc([N+](=O)[O-])c1N1CCN(S(=O)(=O)c2ccccc2)CC1	-4	7.0%
CC(C)C(=O)NCCc1c[nH]c2ccccc12	-6	1.1%
O=C(NS(=O)(=O)c1ccc(NC(=O)C2CCCO2)cc1)c1ccccc1 (stereo not given)	-11	-1.1%
CCOc1ccc(C(C)=O)cc1N1C(=O)C2C3C=CC(O3)C2C1=O (stereo not given)	.	6.0%
COc1cc2c3c(c1)-c1c(sn(-c4cc(OC)ccc4OC)c1=S)C(C)(C)N3C(=O)C2=O	.	1.1%
N#C/C(=C\c1ccc(N2CCOCC2)c([N+](=O)[O-])c1)c1nc2ccccc2[nH]1	13	-7.4%
CSc1nc(C)c(C(=O)C[n+]2ccccc2C)cc1C#N	10	.

# Next section
smiles	RmlCD inh 1536	M. tuberculosis GlmU
CCOC(=O)c1sc(NC(=S)NC(=O)C23CC4CC(CC(C4)C2)C3)cc1C	21	0.7%
O=C(COC(=O)c1ccccc1O)NCCCc1ccccc1	.	-7.8%
C=C(C)Cn1c(N2CCCC2)nc2c1c(=O)[nH]c(=O)n2C	-7	3.2%
CC(=O)Nc1cc(C(=O)N2CCCC2)ccc1S(=O)(=O)c1ccc(C)cc1	4	0.6%
O=C(O)c1ccc(NC(=O)C2CC=CCC2C(=O)O)cc1 (stereo not given)	.	9.2%
CCNCCNc1ccc(Cl)cc1[N+](=O)[O-]	.	0.2%
COc1ccc(C(c2nnnn2C(C)(C)C)N2CCN(C)CC2)cc1OC (stereo not given)	36	0.6%
CCc1c(C)nc(SCCOc2ccc(OC(C)C)cc2)[nH]c1=O	8	2.6%

# The list goes on:
smiles	RmlCD inh 1536	M. tuberculosis GlmU
COCCCNC(=O)c1cc(S(=O)(=O)N2CCOCC2)ccc1SCc1cccc(OC)c1OC	.	3.9%
CC1(C)Cc2c(C#N)c(N3CCN(C(=O)c4ccco4)CC3)nc(Cc3ccccc3)c2CO1	5	2.4%
CCCn1c(SCC(=O)N2CCCCC2)nnc1-c1ccccn1	7	1.5%
COCCNc1c2c(nc3c(-c4ccccc4)c(C)nn13)CCC2	-35	3.3%
COc1ccc(N2C(=O)CCC(C(=O)Nc3cccc(C)n3)C2c2ccc(OC)c(OC)c2)cc1 (stereo not given)	.	-0.8%
COc1cc([N+](=O)[O-])ccc1NC(=O)CCCOc1cccc(C)c1	.	2.3%
CC(C(=O)N=Nc1c(O)[nH]c2ccccc12)n1cnc2ccccc2c1=O (stereo not given)	-12	6.0%
Cc1ccc2oc(=O)c3cnn(CC(=O)NCCCOC(C)C)c3c2c1	15	1.9%

# Continued:
smiles	RmlCD inh 1536	M. tuberculosis GlmU
CC(C)C[C@H](NC(=O)c1ccc(OC2CCN(C(=O)C3CC3)CC2)cc1)C(N)=O	4	-1.3%
CC(C)Oc1ccc(/C=N/NC(=O)c2ccc(N(Cc3ccccc3)S(C)(=O)=O)cc2)cc1	-2	0.5%
C#Cc1ccc([C@H]2C=C(C(=O)Nc3ccccc3)O[C@@H](OCc3ccc(CO)cc3)C2)cc1	.	1.0%
CC(=O)Nc1cc2c(cc1NC(=O)Cn1nnc(-c3ccc(C)o3)n1)OCCO2	-10	0.8%
CO/N=C(\C(=O)N[C@@H]1C(=O)N2C(C(=O)O)=C(COC(N)=O)CS[C@H]12)c1ccco1	.	7.4%
O=C1C=C(c2ccccc2)C(O)(c2ccccc2)C1 (stereo not given)	100	-1.3%
CCCCSc1nnc2c(n1)OC=Nc1ccccc1-2	11	-5.6%
Cc1ccccc1OCC(=O)OC(C(=O)c1ccccc1)c1ccccc1 (stereo not given)	7	-6.7%

# The results go on.
smiles	RmlCD inh 1536	M. tuberculosis GlmU
CN(C)c1ccc(NC(=O)CSc2nc(N)c(C(=O)Nc3ccc(N(C)C)cc3)s2)cc1	.	-6.7%
Cc1ccc(-n2ncc(C(=O)NCc3ccc4c(c3)OCO4)c2NC(=O)c2ccco2)cc1C	-7	6.0%
CCN(CC)C(=O)Nc1c(C)n(C)n(-c2ccccc2)c1=O	.	-4.5%
O=c1cc(N2CCc3ccccc3C2)[nH]c(=O)n1-c1ccccc1Cl	-6	-0.9%
CCO[C@@H]1OC(C(=O)O)=C[C@H](c2coc3ccccc3c2=O)[C@H]1CCCO	.	1.5%
C=CCOn1c(=O)c(=O)n(OCc2ccccc2)c2ccccc21	4	1.5%
O=C(C1CCN(S(=O)(=O)c2cnc[nH]2)CC1)N1CCN(c2ncccn2)CC1	.	5.0%
COCCN1C=C(C(=O)OC)C(c2ccc(OC)c(OC)c2)C(C(=O)OC)=C1	56	2.2%

# Next section
smiles	RmlCD inh 1536	M. tuberculosis GlmU
O=c1c(/C=N/O)coc2ccc3ccccc3c12	-10	6.0%
CCOC(=O)N1CCC(N(CCN(C)C)C(=S)Nc2cc(C)cc(C)c2)CC1	-33	3.5%
O=C(O)c1ccc2c(c1)C(=O)N(c1cccc(C(=O)/C=C/c3ccccc3)c1)C2=O	-10	8.4%
Cc1c(C(=O)NCc2ccc3c(c2)cc(C)n3C)cccc1[N+](=O)[O-]	.	-7.3%
Cc1ccc(NC(=S)NC(=O)/C=C/c2ccco2)c(O)c1	5	-0.1%
CCNC(=O)c1ccc(CSc2ccc(Cl)cc2)cc1	-6	-4.1%
CSc1cccc(NC(=O)C(=O)NCc2ccccc2)c1	0	0.8%
COCCCn1c(SCc2cc(=O)[nH]c3ccccc23)nnc1-c1ccco1	.	3.0%

# (further entries)
smiles	RmlCD inh 1536	M. tuberculosis GlmU
COc1cccc(C2NC(=O)c3ccccc3O2)c1OCc1ccccc1F (stereo not given)	8	7.0%
Cc1ccc2cccc(Oc3ccc([N+](=O)[O-])cc3[N+](=O)[O-])c2n1	7	-3.8%
Cc1ccc(S(=O)(=O)Cn2nnnc2CN(Cc2ccco2)Cc2cccs2)cc1	13	2.2%
CNC(=O)CS(=O)CC(=O)Nc1cc(OC(C)C)c(Cl)cc1Cl (stereo not given)	3	2.4%
O=C(CCc1nc2cccnc2n1Cc1ccccc1)N1CCOCC1	5	-3.5%
O=C(CNC(=O)c1ccc(Cl)cc1)OC1CCOC1=O (stereo not given)	-7	2.8%
CCCN(CCC)c1nc2ccccc2nc1C(C#N)C(=O)OC(C)COC (stereo not given)	14	-6.3%
CCc1ccccc1NC(=O)CCN1C(=O)c2ccccc2C1=O	-6	-3.5%

# Next part.
smiles	RmlCD inh 1536	M. tuberculosis GlmU
COc1cccc(-n2c(-c3ccc4[nH]c(C)c(C)c4c3)n[nH]c2=S)c1	4	4.0%
N/C(=N\OC(=O)CCCOc1ccccc1)c1ccccn1	16	-1.1%
CCN(CC)CCCNc1nc(N)c([N+](=O)[O-])c(NCCO)n1	-6	-0.1%
CN(C)C(=O)CSc1nnc(C23CC4CC(CC(C4)C2)C3)o1	10	3.6%
Cc1cc(NC(=O)CSc2cn(CCNC(=O)c3ccccc3)c3ccccc23)no1	7	1.9%
O=C(N/N=C/c1cc([N+](=O)[O-])cc(Br)c1O)C12CC3CCC(CC(C3)C1)C2	-5	-0.1%
Cc1nn(-c2ccccc2)c(Cl)c1/C=N/NC(=O)C1COc2ccccc2O1 (stereo not given)	13	-4.6%
Cc1ccc(S(=O)(=O)N2CCN(C(=O)COc3ccc(C)nc3[N+](=O)[O-])CC2)c(C)c1	-12	0.3%

# Next section.
smiles	RmlCD inh 1536	M. tuberculosis GlmU
Cc1cccc(-n2c3nc(=O)[nH]c(=O)c-3cc3cc([N+](=O)[O-])ccc32)c1	-10	-4.0%
O=C(COC(=O)CCN1C(=O)/C(=C\C=C\c2ccccc2)SC1=S)Nc1cc(F)ccc1F	.	-3.5%
O=C1CCC(C(=O)OCC(=O)c2c[nH]c3ccccc23)=NN1	.	-4.7%
CCOc1ccc(S(=O)(=O)n2nnc3ccccc32)cc1C(C)C	2	-2.7%
COc1cc(C2Sc3ccccc3NC3=C2C(=O)OC3)cc(OC)c1OC (stereo not given)	.	-1.9%
N#C/C(=C1\CCCN1)c1ccc2ccccc2n1	.	-4.9%
Cc1cnc(NC(=O)c2ccco2)s1	.	2.2%
Cc1ccc(OCC(=O)N2CCC(N3CCCCCC3)CC2)cc1	-6	-11%

# The list continues:
smiles	RmlCD inh 1536	M. tuberculosis GlmU
CCN(CCn1cccn1)C(=O)CC1C(=O)NCCN1CC1CCCCC1 (stereo not given)	.	5.6%
O=C(NCc1ccco1)c1ccccc1-c1ccccc1	.	2.0%
CC(=O)c1ccc(S(=O)(=O)N2Cc3ccccc3CC2C(=O)O)cc1 (stereo not given)	.	8.1%
CC(C)c1ccc(-c2nc(N3CCCCC3)[nH]c(=O)c2C#N)cc1	-14	0.1%
CCCCOCCCN1C(C)=CC(=C2C(=O)NC(=S)NC2=O)C=C1C	-7	1.7%
CCCn1c2ccccc2c2nnc(SCC(=O)Nc3cc(C)on3)nc21	-7	-3.9%
CC(OC(=O)c1cc2sccc2n1C)C(=O)NCc1ccc2c(c1)OCO2 (stereo not given)	12	-0.6%
O=C1/C(=C/c2ccco2)N=C(N2CCCCC2)N1c1ccccc1	-10	7.7%

# Later entries:
smiles	RmlCD inh 1536	M. tuberculosis GlmU
O=C(COC(=O)c1cc(Br)c(Br)s1)NCCC1=CCCCC1	5	-4.2%
CC(=O)NS(=O)(=O)c1ccc(NC(=O)c2cccc(S(=O)(=O)N3CCc4ccccc43)c2)cc1	-10	-0.4%
COC(=O)N/N=C/c1cn(Cc2ccccc2Cl)c2ccccc12	-11	0.8%
CCC(c1nnnn1Cc1ccco1)N(Cc1cc2cc(C)cc(C)c2[nH]c1=O)CC1CCCO1 (stereo not given)	100	-0.7%
Cc1ccccc1Nc1nc(N)nc(-c2oc3ccccc3c2C)n1	.	4.5%
Clc1ccccc1Cc1noc(CN2CCCCC2CCc2ccccn2)n1 (stereo not given)	10	0.6%
CCCSc1nc(C)cc(=O)[nH]1	3	-4.0%
Nc1nnc(SCC(=O)OCC(=O)NC23CC4CC(CC(C4)C2)C3)s1	4	1.0%

# The listing continues.
smiles	RmlCD inh 1536	M. tuberculosis GlmU
CCc1ccc(Nc2ccc(C(N)=O)cc2[N+](=O)[O-])cc1	-10	0.5%
CCN(CC(=O)NCc1cccs1)C(=O)CCc1c[nH]c2ccccc12	10	-2.6%
COc1cc2c(C(=O)NCc3ccccn3)cn(CC(C)C)c(=O)c2cc1OC	-8	4.6%
Cc1oc(-c2ccccc2Cl)nc1CN(C)C(C)c1ccon1 (stereo not given)	9	-6.2%
CCN(CC)S(=O)(=O)c1cccc(C(=O)OCc2cc(=O)n3nc(C)sc3n2)c1	11	-1.4%
O=C(COC(=O)c1cc(S(=O)(=O)N2CCCCC2)ccc1N1CCOCC1)NC1CCS(=O)(=O)C1 (stereo not given)	-11	0.1%
COc1ccc(Nc2nc(C)cc(-c3cc(-c4ccccc4)on3)n2)cc1	.	-3.4%
CC(=O)Nc1ccc(S(=O)(=O)CCC#N)cc1	.	-5.8%

# (continued)
smiles	RmlCD inh 1536	M. tuberculosis GlmU
Cc1ccc2nc(NC(=O)C3CCN(S(=O)(=O)c4cccnc4)CC3)sc2c1	-6	1.7%
C/C(=N\Nc1ccc(Cl)c(C(=O)O)c1)c1ccc[nH]1	27	2.9%
CCn1c(C)csc1=NC(=O)c1ccccc1O	.	-3.7%
CCOc1ccc(C(=O)NNC2CC(=O)N(CCc3ccccc3)C2=O)cc1OC (stereo not given)	-2	-2.6%
Nc1nc(CSc2nc3ccccc3[nH]2)nc(N2CCOCC2)n1	-7	0.9%
CC1=NN(C(=O)c2ccccc2Cl)C(O)(c2cccnc2)C1 (stereo not given)	16	1.9%
COc1ccc(CNCCCO)cc1OC	.	-4.9%
O=c1c(-c2cnn(-c3ccccc3)c2)coc2cc(O)ccc12	13	0.7%

# Other records
smiles	RmlCD inh 1536	M. tuberculosis GlmU
Cc1nc(-c2ccccc2)sc1C1(C)CC(c2ccccc2F)=NO1 (stereo not given)	.	0.9%
O=C1c2cccc3cc(Br)cc(c23)C(=O)N1Nc1ccccc1	.	-0.7%
CSc1nc(NCc2ccccc2)c2c3c(sc2n1)CN(C)CC3	12	-4.2%
CC1CCCN(CC(O)COC(c2ccccc2)c2ccccc2)C1 (stereo not given)	-11	-0.1%
Cc1ccc(C)c(C(=O)COC(=O)c2cc([N+](=O)[O-])ccc2NCCO)c1	-7	-1.8%
O=C(COC(=O)c1n[nH]c2ccccc12)NC(=O)NCc1ccco1	.	0.8%
CC1CCN(C(=O)C(C)Cl)CC1 (stereo not given)	-64	2.2%
COc1ccccc1C(=O)Nc1nc(-c2ccc(S(=O)(=O)N3CCOCC3)cc2)cs1	12	4.0%
O=C(C1CCN(S(=O)(=O)c2cnc[nH]2)CC1)N(CCc1ccccc1)Cc1ccccc1	.	-2.9%
CC1(C)Oc2ccc(C(=O)N3CCCCC3)cc2N(CC(=O)NCc2ccccc2)C1=O	.	1.5%
CC(=O)c1cccc(N2C(=NC(=O)C(C)C)SC3CS(=O)(=O)CC32)c1 (stereo not given)	.	1.7%

# High-throughput results from PubChem.

# The list is partial (hit frequency here may not be typical).
